Screening data: PubChem BioAssay, National Center for Advancing Translational Sciences (NCATS)
aGal spleen mod – alpha-galactosidase A (human) modulation; P06280; human spleen homogenate, 4MU-alpha-Gal fluorescence, 40 min; Potency, µM (titrated, usually from 80 µM), inactives show top-dose activity change, negative = inhibition, usual class: inhibitors; actives 0.008% (n = 240,000); AID 2107;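 also: potency is read from the fitted curve at half-maximal effect; 0% = enzyme with vehicle and -100% = no enzyme basal signal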
Target sequence (P06280 32-429 limits assumed): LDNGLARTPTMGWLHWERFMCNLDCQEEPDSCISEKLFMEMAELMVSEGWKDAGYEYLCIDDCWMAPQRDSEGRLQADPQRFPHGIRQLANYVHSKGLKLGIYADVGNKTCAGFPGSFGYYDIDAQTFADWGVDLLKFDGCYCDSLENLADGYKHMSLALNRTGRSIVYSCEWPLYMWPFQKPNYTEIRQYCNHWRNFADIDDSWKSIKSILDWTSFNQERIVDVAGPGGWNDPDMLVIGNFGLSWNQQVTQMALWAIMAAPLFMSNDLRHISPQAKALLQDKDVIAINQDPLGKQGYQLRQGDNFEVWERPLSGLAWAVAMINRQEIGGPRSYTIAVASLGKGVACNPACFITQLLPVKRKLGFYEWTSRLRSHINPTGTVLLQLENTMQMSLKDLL
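Spleen homogenate 1 ug + cpd (titration) + 4-MU-alpha-D-galactopyranoside 1 mM; 37C 40 min; 50 mM citrate/phosphate pH 5.0, 0.01% Tween-20; stop pH 10; fluorescence 365/440; AC50 via Hill.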
CBFb-RUNX1 inh – blocks binding between human CBF-beta and RUNX1 | Q01196+Q13951 | AlphaScreen CBFb-His/RUNX1-biotin binding, biochemical | Potency, µM (series often up to 59.8 µM), for inactives: at the highest dose activity, negative = inhibition, usual class: inhibitors | 230,000 tested, under 10 active | AID 1477; also: % of control where 0% means no effect
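Interaction loss through any mechanism counts as activity. Pre-formed complex of His-CBF-beta and biotin-RUNX1 (30 nM apiece) is incubated with compound 15 min, then with 50 ng nickel and 50 ng streptavidin beads for 90 min before AlphaScreen detection.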
Tau fluor cs – counter-screen for tau fibril formation inhibitors; tau K18 P301L (four-repeat tau fragment) Alexa594 fluorescence, heparin fibrillization; Potency, µM (top dose mostly 57.7 µM), for the others: at the top dose activity change, negative = decrease; actives 0.93% (n = 280,000); also: potency is read from the fitted curve at half-maximal effect; % is scaled to controls: 0 for no effect and ±100 for the full control effect; nearly all actives have a fitted effect of over 55% in size
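Human K18 P301L tau (15 uM unlabeled plus 0.24 uM Alexa 594-labeled, final) in 100 mM sodium acetate pH 7 was mixed with compound and 20 uM heparin and incubated 6 hr at 37 C.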
NPSR antagonist – blocks cAMP signaling of the human neuropeptide S receptor | Q6W5P4 | CHO-NPSR cells, cAMP TR-FRET, antagonist mode | Potency, µM (titrated, usually from 38.3 µM), without a hit: at the highest dose activity change, negative = inhibition, actives largely listed as inhibitors | actives 1% (n = 220,000); also: potency is read from the fitted curve at half-maximal effect; % is scaled to controls: 0 for no effect and ±100 for the full control effect; nearly all actives have a fitted effect of over 50% in size; many of its hits are not listed in these tables
TRb SRC2 PPI – disrupts binding of human TR beta to SRC2; P10828; actives 0.065% (n = 280,000); TRbeta-SRC2 peptide binding, fluorescence polarization; receptor liganded with 1 µM T3; Potency, µM (titrated, usually from 106 µM), for the others: top-dose activity change, negative = inhibition, hits mostly inhibitors;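 also: potency is read from the fitted curve at half-maximal effect; plate controls were bound peptide for no effect and peptide without receptor for full effect; nearly all actives have a fitted effect of over 50% in size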
Target sequence (P10828 whole entry, looked up): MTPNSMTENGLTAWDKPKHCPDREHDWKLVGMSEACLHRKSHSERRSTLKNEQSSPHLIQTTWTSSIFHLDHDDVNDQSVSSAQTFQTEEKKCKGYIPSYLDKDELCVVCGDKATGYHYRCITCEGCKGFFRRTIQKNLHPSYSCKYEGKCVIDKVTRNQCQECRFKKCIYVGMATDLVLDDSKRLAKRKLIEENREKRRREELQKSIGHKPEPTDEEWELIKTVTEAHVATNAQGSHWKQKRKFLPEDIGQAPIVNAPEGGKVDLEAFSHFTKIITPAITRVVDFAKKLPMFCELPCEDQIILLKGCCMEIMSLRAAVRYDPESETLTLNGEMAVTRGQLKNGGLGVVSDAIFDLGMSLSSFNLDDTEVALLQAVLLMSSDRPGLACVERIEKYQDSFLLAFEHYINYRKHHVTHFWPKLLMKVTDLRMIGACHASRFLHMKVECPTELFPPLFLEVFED
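Fluorescence polarization of 20 nM Texas Red SRC2 peptide with 0.6 uM human TRb ligand-binding domain, in Tris buffer with 1uM T3 and 5% DMSO. Incubated 5 hr ambient; normalized to unbound and bound controls.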
Epigenetic reg – regulators of epigenetic silencing causing reporter derepression in mouse cells; murine LDR cells, GFP reporter derepression, 30 h; Potency, µM (top dose mostly 53.9 µM), for the others: at the top dose GFP activation, usual class: activators; actives 0.2% (n = 280,000); also: potency is read from the fitted curve at half-maximal effect; % of control where 0% means no effect; nearly all actives have a fitted effect of over 60% in size
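Derepression of a silenced CMV-GFP reporter in murine LDR cells is scored by enumerating GFP-positive cells with a laser-scanning microplate cytometer after 30 hours of treatment at 37 C.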
Tau fibril FP – tau fibrillization inhibition (FP). AID 1468. K18 P301L tau heparin fibrillization, Alexa594 FP, 6 h. P10636. Potency, µM (doses to about 57.7 µM), for inactives: at the top dose activity, negative = inhibition, usual class: inhibitors. actives 0.39% (n = 280,000); also: potency is read from the fitted curve at half-maximal effect; % is scaled to controls: 0 for no effect and ±100 for the full control effect; nearly all actives have a fitted effect of over 55% in size
Target sequence (P10636 561-689 P618L limits assumed): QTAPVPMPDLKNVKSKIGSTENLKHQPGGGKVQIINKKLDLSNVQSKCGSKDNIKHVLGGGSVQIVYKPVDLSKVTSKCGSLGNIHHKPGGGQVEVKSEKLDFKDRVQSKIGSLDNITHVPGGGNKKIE
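Read-out: fluorescence polarization of Alexa 594-labeled tau (0.24 uM), 555 nm excitation, 632 nm emission. Mixtures held 15 uM unlabeled K18 P301L, compound and 20 uM heparin, pH 7 acetate buffer, incubated 6 hr at 37 C.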
TexasRed fluor – alters Texas Red total fluorescence, flagging assay interference. TRb/SRC2 Texas Red total fluorescence interference. Potency, µM (doses to about 106 µM), without a hit: top-dose fluorescence change, negative = quenching. actives 0.29% (n = 280,000). AID 1479; active = well fitted curve in either direction with a large enough effect; inconclusive = small, poorly fitted or top-dose-only effect; also: potency is read from the fitted curve at half-maximal effect; % is scaled to controls: 0 for no effect and ±100 for the full control effect
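Flags fluorescent or light-absorbing compounds by total fluorescence, S + 2P, at 555 nm excitation and 632 nm emission. Mixture: 20 nM Texas Red SRC2 peptide, 0.6 uM human TRb LBD, 1 uM T3, 5% DMSO; compound exposure 5 h at ambient temperature.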
* = called active by the depositor; ? = inconclusive; . = no result given; [ ] = dose if it differs, or a comment. Unless noted, calls follow the shape of the dose curve; as a rule, active = well fitted curve in the direction sought with a large enough effect; inconclusive = small, poorly fitted or top-dose-only effect, or another doubt; inactive = no such curve, though single readings can be large; an effect the other way counts as inactive or inconclusive. An excerpt; rates above refer to the full screens.

item	Structure	aGal spleen mod	CBFb-RUNX1 inh	Tau fluor cs	NPSR antagonist
1	O=C(Cn1nc(Cc2cccnc2)c2ccccc2c1=O)Nc1ccc2c(c1)OCO2	-1.9%	-4.7%	-10.4%	-20.6%[46.1 µM]
2	O=c1[nH]c(CS(=O)(=O)c2ccccc2)nc2ccccc12	5.4%	2.1%	-7.0%	-19.3%[46.1 µM]
3	COc1ccc(CCN=C(N)NS(=O)(=O)c2ccc(F)cc2)cc1	8.1%	-2.7%	-8.0%	8.5%
4	O=C(c1cc(S(=O)(=O)N2CCOCC2)ccc1F)N1CCCc2ccccc21	-5.3%	2.0%	-0.8%	-12.4%[46.1 µM]
5	Cc1sc2ncn(Cc3ccccc3F)c(=O)c2c1C	5.5%	2.7%	-9.4%	21.7%
6	Cc1cccc(NC(=O)c2ccc3ccccc3n2)n1	8.5%	14.5%	-4.0%	-15.1%[46.1 µM]
7	COc1cccc(NC(=O)Cn2c(=O)n(-c3ccccc3)c(=O)c3c2c2cc(OC)ccc2n3C)c1	.	.	-18.0%	.
8	Cc1cc(C)c2nc(C(F)(F)F)nc(NCCCN3CCCC3=O)c2c1	-10.2%	4.2%	-16.3%	-12.2%[46.1 µM]
9	CC(=O)NC1C(=O)N=C(SCC(=O)NC(C)c2ccccc2)NC1=O (stereo not given)	-4.8%	2.3%	-4.0%	6.5%[46.1 µM]
10	COc1cccc2sc(NNC(=O)c3nc4ccccc4s3)nc12	-4.6%	6.6%[2.36 µM]	?	-11.4%
11	Cc1ccc(S(=O)(=O)Nc2ccc3c(c2)nc(CCN2CCCCC2)n3C)cc1	12.2%	-0.9%	14.3%	-3.7%
12	CCC(C)[C@H](NC(=O)N1CCCCC1)C(=O)OC (stereo not given in full)	-0.6%	6.6%	4.0%	9.3%
13	COc1ccccc1N(C)S(=O)(=O)c1ccc(C(=O)OCC(=O)c2c[nH]c3ccccc23)cc1	-7.0%	-1.5%	?	-24.4%
14	Cc1ccc(CNCCNCCO)s1	-6.5%	-4.0%	0.4%	14.0%
15	O=C(Nc1nnc(C2CCCO2)s1)c1ccc(Br)cc1 (stereo not given)	1.6%	-0.1%	-3.7%	-7.3%[46.1 µM]

item	TRb SRC2 PPI	Epigenetic reg	Tau fibril FP	TexasRed fluor
1	2.5%	-0.8%	-1.9%	-1.6%
2	6.5%	-0.9%	-4.4%	1.7%
3	0.5%	1.1%	9.0%	-5.3%
4	5.6%	-0.8%	-2.5%	1.6%
5	-2.4%	0.0%	-4.7%	-4.5%
6	-18.0%	1.6%	-2.7%	-1.1%
7	1.7%	-2.7%	-4.6%	-1.4%
8	-7.0%	-1.1%	-5.6%	-2.4%
9	-9.9%	-2.7%	-4.0%	-2.3%
10	2.2%	-0.3%	?	-5.3%
11	3.0%	1.1%	6.2%	-4.1%
12	3.7%	1.1%	-1.4%	-1.1%
13	2.7%	-0.9%	?	-1.0%
14	1.0%	0.9%	-7.9%	-5.0%
15	-6.8%	-2.4%	?	-2.5%

Structures from the list above that have an NH in an aromatic ring:
item	Structure	aGal spleen mod	CBFb-RUNX1 inh	Tau fluor cs	NPSR antagonist
2	O=c1[nH]c(CS(=O)(=O)c2ccccc2)nc2ccccc12	5.4%	2.1%	-7.0%	-19.3%[46.1 µM]
13	COc1ccccc1N(C)S(=O)(=O)c1ccc(C(=O)OCC(=O)c2c[nH]c3ccccc23)cc1	-7.0%	-1.5%	?	-24.4%

item	TRb SRC2 PPI	Epigenetic reg	Tau fibril FP	TexasRed fluor
2	6.5%	-0.9%	-4.4%	1.7%
13	2.7%	-0.9%	?	-1.0%

Back to the main list with the 2 entries that preceded the break.
item	Structure	aGal spleen mod	CBFb-RUNX1 inh	Tau fluor cs	NPSR antagonist
14	Cc1ccc(CNCCNCCO)s1	-6.5%	-4.0%	0.4%	14.0%
15	O=C(Nc1nnc(C2CCCO2)s1)c1ccc(Br)cc1 (stereo not given)	1.6%	-0.1%	-3.7%	-7.3%[46.1 µM]
16	COc1cccc(-n2cnc3sc(C)c(C)c3c2=O)c1	3.1%	-2.9%	0.1%	6.5%
17	CCCc1cc(=O)oc2cc(C)cc(O)c12	-14.7%	5.3%	-10.7%	6.5%[46.1 µM]
18	O=C(N/N=C1\NC(=O)C(CO)(CO)S1)c1ccccc1	6.2%	-1.3%	-15.8%	-15.2%
19	CC(OC(=O)C1=Cc2ccccc2OC1)C(=O)NC1CCCC1 (stereo not given)	-9.5%	9.5%	-12.2%	-24.0%[46.1 µM]
20	O=C(NC1CCCc2ccccc21)c1n[nH]c(=O)c2ccccc12 (stereo not given)	-1.2%	1.2%	4.0%	-14.9%
21	Cc1ccc(-n2nnnc2SCC(=O)N2CC(=O)Nc3ccccc32)cc1	-12.0%	-4.0%	-14.4%	-11.7%[46.1 µM]
22	CCC1=NC(c2ccccc2)N(O)C1(C)C (stereo not given)	1.8%	-2.5%	-8.8%	-3.8%[46.1 µM]
23	O=C(Cn1cnc2cc([N+](=O)[O-])ccc2c1=O)Nc1cccc2ccccc12	12.2%	2.2%	?	13.6%
24	COc1cccc(Oc2nc(-c3ccncc3)nc3ccccc23)c1	7.1%	11.4%	-23.5%	55.7%
25	CCc1cccc(NC(=O)CCS(=O)(=O)c2ccc(C)cc2)c1	.	.	-13.5%	.
26	O=C(NCCN1CCOCC1)c1ccc(=O)oc1	8.4%	17.4%	-1.1%	0.5%[46.1 µM]
27	O=C(Nc1ccnc(-c2ccncc2)n1)c1ccccc1Cl	-4.2%	10.3%	2.8%	6.8%
28	CCc1ccc(NC(=O)C(=S)NC2CCCCC2)cc1	-11.1%	19.2%	-13.8%	18.9%
29	CC1(C)SC2[C@H](NC(=O)C(NC(=O)N3CCNC3=O)c3ccccc3)C(=O)N2C1C(=O)O (stereo not given in full)	-3.2%	2.6%	-7.5%	-3.4%
30	CN(NC1CC(=O)N(c2ccccc2)C1=O)c1ccccc1 (stereo not given)	2.3%	-10.3%	-7.2%	9.0%

item	TRb SRC2 PPI	Epigenetic reg	Tau fibril FP	TexasRed fluor
14	1.0%	0.9%	-7.9%	-5.0%
15	-6.8%	-2.4%	?	-2.5%
16	0.4%	-3.5%	8.7%	2.3%
17	-8.5%	1.0%	-1.3%	0.3%
18	-1.6%	1.3%	-8.8%	-1.0%
19	-1.5%	1.4%	-13.9%	-4.8%
20	-0.8%	-1.1%	2.8%	-2.3%
21	-6.0%	-5.6%	-14.5%	-0.9%
22	-8.2%	-0.1%	-2.4%	-0.3%
23	-7.1%	0.0%	3.5%	-0.8%
24	-4.6%	2.1%	-12.2%	-3.8%
25	-4.5%	-0.4%	?	-16.2%
26	1.0%	-0.1%	3.8%	-0.9%
27	-2.1%	-2.0%	-0.2%	-1.1%
28	-4.0%	-0.1%	-10.7%	-3.1%
29	-1.7%	0.2%	1.9%	-7.2%
30	1.4%	2.3%	-13.8%	4.5%

item	Structure	aGal spleen mod	CBFb-RUNX1 inh	Tau fluor cs	NPSR antagonist
31	Cc1ccc(C(=O)NNC(=S)Nc2cccc3ccccc23)s1	-1.4%	0.5%	-27.0%	-19.5%[46.1 µM]
32	COc1ccc(CCNC(=O)c2ccc(Cn3c(=O)c4ccccc4n(CC(=O)C(C)(C)C)c3=O)cc2)cc1OC	.	.	-23.2%	.
33	CCCc1cc(O)c2c(C)cc(=O)oc2c1	4.1%	-0.9%	-9.0%	19.7%[46.1 µM]
34	C/C(=N/NS(=O)(=O)c1ccc(Br)cc1)c1ccc(NC(=O)c2ccc(C)o2)cc1	5.3%	-4.5%	?	?
35	Cc1cccc(-c2nnc(SCc3cc(=O)c4cccc(Cl)c4[nH]3)n2C)c1	.	.	-2.9%	.
36	Cc1cc2nc(-c3cccnc3SCC(=O)NCc3ccco3)[nH]c2cc1C	?	-16.3%	-13.2%	?
37	Cc1cc(NC(=O)c2ccc(Cl)c(S(=O)(=O)N3CCOCC3)c2)no1	-12.3%	11.9%	7.6%	-9.7%
38	Cc1cccc(Oc2c(C=O)c3ccccc3n2C)c1	10.8%	4.9%	-10.3%	?
39	COc1ccc(-c2nnc(SCCc3ccccc3)n2N)cc1	3.6%	4.5%	4.4%	-1.5%[46.1 µM]
40	S=c1[nH]nc(-c2ccn[nH]2)n1-c1ccccc1Cl	4.8%	7.4%	-7.6%	20.6%
41	COc1ccc(NC(=O)COn2nnc3ccc(Cl)cc32)cc1OC	8.7%	-5.2%	-19.8%	-25.8%[46.1 µM]
42	COc1ccc(-n2c(Cc3cc(=O)[nH]c(=O)[nH]3)nnc2SCc2ccccc2)cc1	13.1%	1.5%	-1.1%	-1.2%[46.1 µM]
43	COC(=O)C1CCN(CC(=O)Nc2cc(C)c3c(=O)oc4ccccc4c3n2)CC1	.	.	-12.5%	.

item	TRb SRC2 PPI	Epigenetic reg	Tau fibril FP	TexasRed fluor
31	-26.0%	1.0%	?	-3.3%
32	6.9%	-1.8%	-4.5%	3.0%
33	2.6%	0.0%	-13.1%	-1.6%
34	12.7%	1.1%	-6.1%	-1.6%
35	-1.8%	-1.7%	-5.4%	-0.9%
36	7.7%	0.0%	-13.6%	3.0%
37	0.1%	-0.6%	2.1%	-1.9%
38	-3.1%	1.0%	-9.7%	0.9%
39	4.4%	-1.1%	4.0%	-1.0%
40	-8.4%	-1.1%	-2.1%	-4.7%
41	-14.9%	0.0%	12.0%	-5.6%
42	1.8%	0.7%	2.8%	3.0%
43	0.6%	5.2%	-5.8%	-1.6%

Values by screen from the entries so far.
Epigenetic reg, nos. 40–43 → -1.1%, 0.0%, 0.7%, 5.2%

Part of the list above in order of number of heavy atoms, rising:
item	Structure	aGal spleen mod	CBFb-RUNX1 inh	Tau fluor cs	NPSR antagonist
38	Cc1cccc(Oc2c(C=O)c3ccccc3n2C)c1	10.8%	4.9%	-10.3%	?
37	Cc1cc(NC(=O)c2ccc(Cl)c(S(=O)(=O)N3CCOCC3)c2)no1	-12.3%	11.9%	7.6%	-9.7%
43	COC(=O)C1CCN(CC(=O)Nc2cc(C)c3c(=O)oc4ccccc4c3n2)CC1	.	.	-12.5%	.

item	TRb SRC2 PPI	Epigenetic reg	Tau fibril FP	TexasRed fluor
38	-3.1%	1.0%	-9.7%	0.9%
37	0.1%	-0.6%	2.1%	-1.9%
43	0.6%	5.2%	-5.8%	-1.6%
